HP1b binding inh = HP1-beta chromodomain-methylated histone interaction inhibition; 390,000 compounds, 0.56% hits; AID 540317; Potency, µM (doses to about 114 µM), for inactives: top-dose activity change, negative = inhibition, hits mostly inhibitors; AlphaScreen HP1-beta / biotin-H3K9me3 peptide binding; P83916; also: potency is read from the fitted curve at half-maximal effect; nearly all actives have a fitted effect of over 70% in size; inactives centre near 23
Target sequence (P83916 whole entry, looked up): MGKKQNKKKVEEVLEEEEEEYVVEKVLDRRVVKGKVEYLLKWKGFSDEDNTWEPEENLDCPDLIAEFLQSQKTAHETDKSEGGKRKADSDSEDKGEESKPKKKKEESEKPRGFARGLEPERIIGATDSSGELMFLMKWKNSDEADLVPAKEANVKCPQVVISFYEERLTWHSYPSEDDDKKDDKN
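AlphaScreen: HP1-beta (50 nM) preformed 30 min with biotin-H3(1-18)K9me3 peptide (50 nM) in PBS pH 7.4, 0.01% Tween-20. Compound added for 30 min at RT, then streptavidin donor/nickel chelate acceptor beads (10 ug/mL) for 30 min.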
Pol eta inh = blocks human DNA polymerase eta activity; Q9Y253; recombinant Pol eta, fluorescent DNA replication assay; Potency, µM (top dose mostly 114 µM), without a hit: at the highest dose activity change, negative = inhibition, most hits filed as inhibitors; 390,000 compounds, 1.2% hits; AID 588591; also: potency is read from the fitted curve at half-maximal effect; % is scaled to controls: 0 for no effect and ±100 for the full control effect
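Pol eta (10 nM) was preincubated with compounds for 15 min at room temperature, after which fluorescent replication substrate (50 nM final) was added to start the reaction. Fluorescence was read kinetically at 0 and 10 min.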
JMJD2A Tudor inh = JMJD2A Tudor domain (human) inhibition; O75164; AlphaScreen JMJD2A-Tudor / H3K4me3 peptide binding; Potency, µM (series often up to 114 µM), inactives show at the highest dose activity change, negative = inhibition, usual class: inhibitors; 390,000 compounds, 4.4% hits; AID 504339; also: potency is read from the fitted curve at half-maximal effect; % is scaled to controls: 0 for no effect and ±100 for the full control effect; nearly all actives have a fitted effect of over 50% in size
GLS inh = blocks human kidney-isoform glutaminase activity | O94925 | GLS enzymatic activity, qHTS titration | Potency, µM (doses to about 45.5 µM), without a hit: top-dose activity change, negative = inhibition, actives largely listed as inhibitors | 410,000 compounds, 0.21% hits; also: potency is read from the fitted curve at half-maximal effect; % is scaled to controls: 0 for no effect and ±100 for the full control effect
Target sequence (O94925 whole entry, looked up, canonical isoform): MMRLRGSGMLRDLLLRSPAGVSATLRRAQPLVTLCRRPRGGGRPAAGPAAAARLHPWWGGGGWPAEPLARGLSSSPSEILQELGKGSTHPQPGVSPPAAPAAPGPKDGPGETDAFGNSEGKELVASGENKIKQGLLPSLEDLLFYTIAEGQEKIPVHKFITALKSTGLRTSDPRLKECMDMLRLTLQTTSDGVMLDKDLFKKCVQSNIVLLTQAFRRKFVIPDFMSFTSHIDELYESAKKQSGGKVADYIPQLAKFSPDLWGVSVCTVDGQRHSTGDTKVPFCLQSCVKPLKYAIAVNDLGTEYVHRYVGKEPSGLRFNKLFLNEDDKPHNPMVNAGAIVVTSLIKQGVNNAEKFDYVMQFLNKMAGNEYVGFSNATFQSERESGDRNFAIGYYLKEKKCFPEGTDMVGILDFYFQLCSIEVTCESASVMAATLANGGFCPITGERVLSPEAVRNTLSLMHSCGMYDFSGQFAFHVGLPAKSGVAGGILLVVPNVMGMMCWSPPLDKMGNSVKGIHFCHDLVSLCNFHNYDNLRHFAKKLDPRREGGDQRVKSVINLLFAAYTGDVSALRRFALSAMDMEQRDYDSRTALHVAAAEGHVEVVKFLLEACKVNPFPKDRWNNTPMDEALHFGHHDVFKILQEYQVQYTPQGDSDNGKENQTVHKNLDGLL
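Glutamate formation by hKGA was monitored fluorometrically using coupled glutamate oxidase, HRP and Amplex Red. Substrate was added as 1 mM L-glutamine solution; incubation was 30 min at RT after an initial read.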
Pin1 inh = inhibitors of human Pin1. AID 504891. Pin1 FP peptide displacement, HiFluor488, 10 min. Potency, µM (titrated, usually from 115 µM), for inactives: at the highest dose activity, negative = inhibition, actives largely listed as inhibitors. 390,000 compounds, 0.009% hits; active = well fitted inhibition curve with a large enough effect in the polarisation, with a control signal flat, not every such curve was filed as active; inconclusive = small, poorly fitted or top-dose-only effect, or effect the other way, or a change in a side signal; inactive = no such curve, though single readings can be large or run the other way; the % refers to the polarisation; also: potency is read from the fitted curve at half-maximal effect; % is scaled to controls: 0 for no effect and ±100 for the full control effect
Target sequence (Q13526 whole entry, looked up): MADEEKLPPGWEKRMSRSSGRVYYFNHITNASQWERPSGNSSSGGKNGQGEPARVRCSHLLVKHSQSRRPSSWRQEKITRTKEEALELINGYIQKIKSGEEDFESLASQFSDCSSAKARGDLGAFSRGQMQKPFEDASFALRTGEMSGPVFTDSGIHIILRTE
Tb PGK inh = blocks T. brucei phosphoglycerate kinase. PGK/GAPDH coupled, Kinase-Glo luminescence, 60 min. Potency, µM (highest dose often 57.5 µM), without a hit: top-dose activity change, negative = inhibition, most hits filed as inhibitors. 380,000 compounds, 0.043% hits; also: potency is read from the fitted curve at half-maximal effect; % is scaled to controls: 0 for no effect and ±100 for the full control effect; nearly all actives have a fitted effect of over 60% in size
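Recombinant glycosomal PGK reaction used 1,3-bisphosphoglycerate generated in-well by GAPDH (100nM final) in 100mM TEA pH 7.6, 5mM MgCl2, 0.01% Tween-20. After 60 minutes at room temperature, ATP was read by Kinase-Glo Plus luminescence end-point.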
PI4K2A block = blocks human PI4K2A kinase activity | activity change, negative = inhibition, % at 76.9 µM | Q9BTU6 | 420,000 compounds, 0.13% hits | AID 1346378 | purified PI4K2A, ADP-Glo luminescence, 1 h; hits give low values; in the data active = activity change below about -50%; inconclusive = mostly about -30% to -49%;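 also: -100% = wells without enzyme as full effect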
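Compounds are screened against recombinant PI4K2A using PI as substrate and ATP, the latter dispensed at 300 microM. Reactions run one hour at ambient temperature before ADP-Glo detection; full inhibition defined by wells lacking enzyme.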
G9a inh = inhibitors of human histone lysine methyltransferase G9a. Q96KQ7. G9a H3K9 monomethylation, AlphaScreen, 2 h. Potency, µM (doses to about 102 µM), for the others: at the highest dose activity, negative = inhibition, actives largely listed as inhibitors. 350,000 compounds, 8.8% hits. AID 504332; also: potency is read from the fitted curve at half-maximal effect; % is scaled to controls: 0 for no effect and ±100 for the full control effect; nearly all actives have a fitted effect of over 75% in size
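Step 1: enzyme (final 20 nM) with compound, 15 min RT. Step 2: substrate peptide 500 nM and SAM 20 uM, 2 h RT. Step 3: anti-H3K9me1 antibody and AlphaScreen beads, 10 min, then plate read.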
BAZ2B block = BAZ2B (human) inhibition; Q9UIF8; AlphaScreen BAZ2B-H3K14Ac peptide displacement; Potency, µM (top dose mostly 114 µM), for the others: at the top dose activity change, negative = inhibition, actives largely listed as inhibitors; 360,000 compounds, 4.4% hits; AID 504333; also: potency is read from the fitted curve at half-maximal effect; % is scaled to controls: 0 for no effect and ±100 for the full control effect; nearly all actives have a fitted effect of over 60% in size
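BAZ2B (50 nM) with biotin-H3(5-23)K14Ac peptide (50 nM) in PBS pH 7.4, 0.01% Tween-20, preformed 30 min, then compound 30 min at room temperature; top concentration 110uM. AlphaScreen streptavidin donor/nickel chelate acceptor beads (10 ug/mL final), 20 min dark, signal read.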
Active calls of the source: *; i = inactive; ? = inconclusive; · = no result given; & = joins results of further samples; [ ] = another dose, or the depositor's remark. Unless noted, calls follow the shape of the dose curve; as a rule, active = well fitted curve in the direction sought with a large enough effect; inconclusive = small, poorly fitted or top-dose-only effect, or another doubt; inactive = no such curve, though single readings can be large; an effect the other way counts as inactive or inconclusive. These rows are one share of the data (hit frequency here may not be typical).

SMILES	HP1b binding inh	Pol eta inh	JMJD2A Tudor inh	GLS inh	Pin1 inh	Tb PGK inh	PI4K2A block	G9a inh	BAZ2B block
COc1ccc(-c2nc(SCC(=O)Nc3c(C)cc(C)cc3C)n[nH]2)cc1	31%[57 µM]	-9%	3%	1%	1%	-4%	1	3%[59 µM]	-1%
Cc1cc(Cl)c(S(=O)(=O)NC(C)C)cc1OCC(N)=O	6%	-9%	-17%	10%	1%	-3%	0	17%[59 µM]	2%
CCOc1ccccc1/C=C(/NC(=O)c1ccccc1)C(=O)N1CCCCC1	7%	7%	-10%	0%	-1%	-8%	3	·	-1%
COc1ccc(Cl)cc1C(=O)NCC(c1ccc(N(C)C)cc1)N1CCCC1 (stereo not given)	48%[activator]	-14%	-13%	2%	4%	i	-4	19%[59 µM]	6%
CCc1ccccc1N(CC(=O)O)S(C)(=O)=O	16%	0%	-32%	2%	?	-2%	0	7%[59 µM]	?
COc1ccc(S(=O)(=O)N2CCN(c3ccc(F)cc3)CC2)cc1C(=O)N1CCCC1	7%	-6%	0%	-27%	-1%	-2%	-3	2%	3%
Cc1ccc(Nc2c(-c3ccco3)nc3ccc(C)cn23)cc1	-8%	1%	-18%	-4%	1%	0%	2	-5%[59 µM]	-1%
COc1ccc(OC)c(C2=NOC(C(=O)N3CCCc4ccccc43)C2)c1 (stereo not given)	8%	-10%	-15%	5%	0%	2%	-2	0%[59 µM]	-36%
Oc1ccc2oc3c(c2c1C=NCc1ccncc1)CCCC3	31%	-13%	-6%	3%	-5%	-7%	-3	71µM*	70%[activator]
CCOc1ccc(NS(=O)(=O)c2ccc3c(c2)NC(=O)CCS3)cc1	12%	-12%	-8%	1%	0%	9%	-1	3%[59 µM]	-1%
COc1cc(C2c3c(-c4ccccc4)n[nH]c3C(=O)N2c2ccccc2)ccc1O (stereo not given)	4%	-1%	-31%	10%	9%	-5%	-2	-10%	-19%
CCN1C(=O)[C@H]2[C@@H](c3ccc(C)cc3)N3C(=O)N(c4cccc(Br)c4)C(=O)[C@@]3(C)[C@H]2C1=O	-8%	-4%	-26%	-3%	1%	-2%	1	·	·
CCOc1ccc2nc(N3CCN(C(=O)C(C)C)CC3)sc2c1	3%	-16%	-7%	-5%	-11%	-2%	-3	-9%[59 µM]	-11%
Cn1ccnc1SCC(=O)Nc1ccc2nc(SCC(=O)NC3CC3)sc2c1	32%	4%	-17%	2%	0%	-1%	-5	?	2%
Cc1nc(N/N=C/c2cccnc2)cc(N2CCOCC2)n1	·	3%	·	5%	·	i	-4	·	·
CCOC(=O)c1nn(-c2ccc3c(c2)OCO3)cc1O	35%[activator]	-5%	-3%	12%	-5%	-6%	-9	11%[59 µM]	5%
O=C(NCc1ccc(Cl)cc1)C(=O)NCC1OCCN1S(=O)(=O)c1cc(F)ccc1F (stereo not given)	45%[activator]	-11%	-3%	-4%	10%	2%	-4	19%	-12%
COc1ccc2c(c1)C(c1ccc(N3CCOCC3)cc1)=NNC(c1cccnc1)=N2	-15%	?	-36%	3%	6%	-6%	-1	-5%[59 µM]	?
COc1ccc(-c2nn(C)c(=O)c3ccccc23)cc1CNC(=O)C1CCCCC1	22%	-14%	-7%	-4%	2%	-3%	3	·	-9%
O=C(Oc1ccccc1F)C1CCN(C(=O)c2ccc(F)cc2)CC1	27%	-9%	-2%	-8%	0%	i	-5	11%[0.501 µM]	-31%
CCOCCn1c(-c2ccc(OC)cc2)nc2ccccc21	58%[activator]	-2%	-9%	-5%	9%	-2%	-4	-34%	-3%
COc1ccc(-n2nc(C(=O)Nc3cc(C)c(Cl)cc3OC)c3c4ccccc4n(C)c3c2=O)cc1	7%	·	-16%	-1%	-4%	·	7	2%[59 µM]	·
CC(C)(C)C(=O)Nc1ccnn1C1CCN(C(=O)c2cccc(Cl)c2)CC1	4%	-9%	-3%	2%	0%	-9%	-4	?	-13%
COc1cc(/C(C)=N/NC(=S)NC(C)C)cc(OC)c1OC	-24%	-10%	-28%	20%	3%	-4%	-2	1%[59 µM]	-5%
COc1ccc(C(=O)NCCS(=O)(=O)NCc2cccs2)cc1	-11%	-1%	-17%	6%	0%	-1%	0	7%[0.501 µM]	-5%
COc1ccc(OC)c(CNC(=O)Cc2ccc(NC(=O)N3CCCCc4ccccc43)cc2)c1	9%	-19%	-32%	-1%	1%	-7%	-1	-5%[59 µM]	-31%
Cc1ccc(NC(=O)CCNS(=O)(=O)c2cccc3nsnc23)cc1	31%&14%	-21%&-13%	-7%&-14%	6%&-2%	-3%&3%	10%&-2%	-2&1	8%[59 µM]	3%&-8%
CN(CCNC(=O)c1ccc(N2CCCC2=O)cc1)CCc1ccccc1	15%	-7%	-20%	23%	7%	-4%	-3	-19%[59 µM]	5%
COc1ccc(OC)c(NC(=O)CC2SC(=N)N(c3ccccc3)C2=O)c1 (stereo not given)	32%	-15%	-16%	2%	1%	0%	1	29%	-2%
Cc1nn(C)c2c1NC(=O)CS2	·	-1%	·	5%	·	-1%	5	·	·
COc1ccc(C(=O)C2CCCCC2=O)cc1 (stereo not given)	33%	-12%	3%	8%	-3%	3%	9	10%[59 µM]	-2%
Cc1nn(Cc2ccc(Cl)cc2)c(C)c1NC(=O)C(c1ccccc1)c1ccccc1	13%	-11%	-21%	1%	0%	-4%	5	-2%[59 µM]	0%
O=C(CN1C(=O)CSc2ccc(S(=O)(=O)N3CCCCCC3)cc21)NCCc1ccccc1	21%	-15%	-18%	-24%	1%	i	10	·	·
COc1cccc(OCc2cc(C(=O)N3CCN(c4ccccc4O)CC3)no2)c1	21%	-4%	-30%	22%	-3%	8%	2	-4%	-31%
COc1ccc(NC(=O)c2ccc3c(SCC(=O)O)c4c(nc3c2)CCCC4)c(OC)c1	9%&30%	-18%&-15%	?	6%&11%	?	-9%&-1%	-6&-5	50µM*	?
CCOC(=O)C(C(=O)OCC)C(=O)c1cc(OC)c(OC)c(OC)c1	82%[activator]	-11%	-6%	1%	2%	i	-2	-37%[12.7 µM]	-1%
NC(=O)c1ccc(NC(=O)COC(=O)CCCc2c[nH]c3ccccc23)cc1	7%	0%	?	12%	-9%	0%	4	?	?
Oc1cccc(/C=N/Nc2ncnc3c2ncn3Cc2ccccc2)c1	11%	-8%	-6%	14%	4%	-5%	2	5%[59 µM]	-4%
CCOC(=O)C1C(c2ccc(O)c(OC)c2)NC(=S)NC1(O)C(F)(F)F (stereo not given)	76%[activator]	-14%	-6%	50%[activator]	-2%	·	-3	?	-3%
COc1ccc(CNC(=O)c2cnc3sc(N4CCCCCC4)nn3c2=O)cc1	13%	-15%	-4%	-2%	-4%	6%	0	-2%[59 µM]	-2%
Cc1onc(-c2ccccc2)c1C(O)c1ccc(F)cc1 (stereo not given)	35%	-23%	-6%	-4%	-3%	·	-2	56%[activator]	-13%
O=c1[nH]cnc2c1ncn2[C@@H]1O[C@H](CO)[C@@H](O)[C@H]1O	35%	-20%	-14%	-1%	0%	6%	2&3	-8%[59 µM]	37%[activator]
COc1ccc(-c2nc(CN(Cc3cnn(C)c3)C(C)C)c(C)o2)c(OC)c1	37%	-11%	3%	-6%	-1%	-2%	7	19%[0.501 µM]	1%
O=C(Nc1cccc(Cl)c1)Nc1ccccc1OCc1cc(=O)n2ccccc2n1	12%[57 µM]	-11%	-15%	-12%	0%	6%	-1	2%[59 µM]	3%
CC(Nc1nc(=S)nc(Nc2ccc(F)cc2)[nH]1)c1ccccc1 (stereo not given)	-11%	-20%	-26%	-13%	18%	-7%	-18	·	-13%
CC(=O)Nc1ccc2oc(-c3cc(F)c(F)cc3Cl)nc2c1	13%	9%	-16%	-11%	9%	-4%	-2	6%[12.7 µM]	9%
COc1ccc(CNC(=O)c2cc3c(=O)n(C)c4ccccc4c3n2C)cc1	17%	-22%	-17%	-10%	-1%	-3%	-4	-8%[59 µM]	-4%
CCOC(=O)CCn1c(=O)c2c(nc(Br)n2Cc2ccccc2)n(C)c1=O	11%	-2%	0%	10%	-5%	-5%	-1	-43%[12.7 µM]	16%
C/C(CC(=O)NC1CCCCC1)=N\NC(=O)Cc1ccc(-c2ccccc2)cc1	6%	-3%	-7%	-7%	10%	-6%	3	?	-7%
CCN(CC)S(=O)(=O)c1ccc(N2CCN(C)CC2)c(NC(=O)CN2C(=O)NC3(CCCCC3)C2=O)c1	28%	-6%	-10%	6%	1%	5%	1	·	·
O=C(CCC(=O)N1Cc2ccccc2Oc2ncccc21)Nc1ccc(Cl)cc1	8%	-19%	-8%	-15%	-2%	1%	-3	-16%[59 µM]	-3%[57.1 µM]
O=C(Cc1cnc2ncnn2c1)N1CCc2c([nH]c3ccccc23)C1c1ccccn1 (stereo not given)	33%	0%	?	0%	2%	3%	-3	21%[0.501 µM]	?
CS(=O)(=O)Nc1ccc(S(=O)(=O)NCCc2ccccc2)cc1	2%	1%	-12%	0%	-4%	-1%	2	12%[59 µM]	0%

High-throughput results from PubChem BioAssay.
